NCI-60 one-dose screen, 48 h, at 10 µM unless noted. Numbers give growth in % (100 = growth as untreated, 0 = no growth, -100 = all killed).
U251: U251 CNS tumor cells; 80,000 compounds, 5.4% hits; AID 1794753
RXF 393: RXF 393 renal cancer cells. 77,000 compounds, 6.9% hits. AID 1794773
786-0: 786-0 renal cancer cells | 81,000 compounds, 5.1% hits
CAKI-1: CAKI-1 renal cancer; 75,000 compounds, 4.7% hits; AID 1794772
TK-10: TK-10 renal cancer cells. 81,000 compounds, 3.9% hits
UO-31: UO-31 renal cancer | 81,000 compounds, 5.2% hits | AID 1794768
ACHN: ACHN renal cancer; 81,000 compounds, 4.9% hits; AID 1794771
SN12C: SN12C renal cancer cells. 81,000 compounds, 3.8% hits. AID 1794767
A498: A498 renal cancer cells; 76,000 compounds, 5.4% hits
Active calls of the source: *; x = not tested or not shown; & = joins results of further samples. Rule for the calls: active = growth percent below 10; inactive = the rest.

SMILES	U251	RXF 393	786-0	CAKI-1	TK-10	UO-31	ACHN	SN12C	A498
COCCNc1ccc2c3c(cccc13)C(=O)N(CCN(C)C)C2=O	28	-24*	32	-21*	21	11	12	25	26
O=C1Nc2ccccc2/C1=N/N1C(=O)CNC1=S	100	109	99	92	108	65	92	94	x
O=C(NS(=O)(=O)c1ccc(Cl)cc1)n1ccc2cccnc21	98	109	103	96	104	91	110	99	93
O=C1C(c2ccccc2)=C(N2CCc3ccccc32)OC1(Cl)Cl	86	33	60	4.8*	28	-24*	-64*	78	69
O=C1c2cccc3cccc(c23)C(=O)N1Nc1nc(N2CCOCC2)nc(N2CCOCC2)n1	97	97	96	89	150	61	92	90	99
C[C@@H](NC(=O)Nc1ccc2cc3ccc(NC(=O)N[C@H](C)c4ccccc4)cc3nc2c1)c1ccccc1	76	86	86	84	115	85	100	99	x
C=C(C)[C@@H]1CC[C@]2(COP(=O)(OCC)OCC)CC[C@]3(C)[C@H](CC[C@@H]4[C@@]5(C)CC[C@H](OP(=O)(OCC)OCC)C(C)(C)[C@@H]5CC[C@]43C)[C@@H]12	42	45	73	35	69	23	41	33	66
O=C1NN(C(=O)c2ccccc2)C(c2ccc(Cl)c(Cl)c2)=C/C1=C\c1ccc([N+](=O)[O-])cc1	70	74	102	77	106	62	90	92	80
CCn1cc(C(=O)NNC(=S)Nc2cccc(C)c2)c(=O)c2ccc(C)nc21	57	77	80	56	73	54	63	77	49
COc1ccc(-c2nnc(Nc3ccc(C(F)(F)F)cc3)o2)cc1	101	115	102	92	88	103	102	103	96
CCCN(CCC)S(=O)(=O)c1ccc(C(=O)O)cc1.CCCN(CCC)S(=O)(=O)c1ccc(C(=O)O)cc1.[Cl][Pt+2][Cl].[NH2-].[NH2-]	-28*	-60*	14	32	109	98	13	12	91
Cc1cc2nnn(Cc3cccc(NC(=O)CCCC(=O)Nc4cccc(Cn5nnc6cc(C)c(C)cc65)c4)c3)c2cc1C	72	65	79	86	101	91	83	84	96
OC1COC(c2ccccc2)OC1C(O)C1OC(c2ccccc2)OCC1O (stereo not drawn)	100	99	112	x	110	78	94	92	92
O=C(Nc1ccc(N2CCOCC2)cc1)c1cncnc1Nc1ccc(OCc2cccc(F)c2)c(Cl)c1	101	80	85	82	106	85	89	93	96
CCOC(=O)/C=C/c1ccc([N+](=O)[O-])o1	83	18	76	9.0*	41	38	9.9*	86	102
Clc1ccc(/C=C/c2ccc(Cl)cc2Cl)c(Cl)c1	101	117	98	x	111	81	107	98	115
Cc1cc(=O)[nH]c2nc3ccccc3n12	99	112	103	97	106	76	102	92	94
O=CC(F)(F)F	95	103	103	103	99	98	105	105	101
CC(=O)CC(=O)Nc1ccc(OS(N)(=O)=O)cc1	103	87	106	98	90	84	107	105	78
CCOC(=O)c1cc(=O)[nH]c2ccccc12	92	83	92	82	85	80	100	105	80
O=[N+]([O-])c1cccc(C2NC(N3CCOCC3)=C(N3CCOCC3)c3c2sc2c(F)cccc32)c1 (stereo not drawn)	94	102	108	78	142	64	91	98	99
COc1ccc(O)c(CN2CC3CCC(CC3)C2)c1	103	120	102	106	100	88	98	100	126
COc1ccc(C(=O)/C=C/c2ccc(OC)c(OCc3ccccc3)c2)cc1OC	7.7*	-10*	25	39	20	19	22	7.9*	108
CN(C)CCOC(c1ccccc1)(c1ccc2ccccc2n1)c1cccs1 (stereo not drawn)	65	73	65	58	80	47	96	59	15
COc1ccc(C2CC(=O)N(c3ccc(F)cc3)C3=C2C(=O)OC3)cc1 (stereo not drawn)	96	94	118	84	93	95	108	96	103

Continuation:
SMILES	U251	RXF 393	786-0	CAKI-1	TK-10	UO-31	ACHN	SN12C	A498
Cc1cc(=O)oc2cc(OCCCCOc3ccc(/C=C/C(=O)Nc4ccc(Br)cc4)cc3)ccc12	70	x	52	89	116	77	82	80	106
C=C(C)C(N)=O	89&103	102&93	94&98	92&85	82&111	94&96	104&98	98&103	79&95
CC12CCC(/C(=C/NNc3ccc([N+](=O)[O-])cc3[N+](=O)[O-])C1=O)C2(C)C (stereo not drawn)	58	65	96	47	97	55	34	73	89
CCCCCCCC/C=C\CCCCCCCC(=O)OC/C=C\COC(=O)CCCCCCC/C=C/CCCCCCCC	109	116	105	100	98	83	115	108	120
CC(=O)C1=C(C)NC(NNC(=O)Nc2ccc(Br)cc2)=NC1c1ccc(Cl)cc1 (stereo not drawn)	104	x	102	91	128	85	98	103	125
OCC1OC(n2ccc3c2ncn2ncnc32)C(O)C1O (stereo not drawn)	79	38	32	44	22	28	29	27	-5.6*
O=C(Nc1ccsc1C(=O)NC1CCCCC1)c1ccc(F)cc1	101	96	101	96	114	94	101	98	95
CCCCCCCCCCCC(=O)[O][Sn]([CH2]CCC)([CH2]CCC)[CH2]CCC	x	-72*	-100*	-98*	x	-98*	-95*	-93*	-86*
O=C(N/N=C/c1ccccc1)C(Oc1ccccc1)c1ccccc1 (stereo not drawn)	106	100	107	86	106	76	93	97	x
O=c1[nH]c(=S)c2[nH]c(=S)n(-c3ccccc3)c2[nH]1	98	151	106	111	113	94	102	110	x
Cc1ccc(O)c(C(C)(C)c2ccccc2)c1	101&105	115&111	112&99	92&114	114	88&83	102&93	116&103	83&101
NC(=O)NC(CCl)NC(N)=O	106	102	102	86	95	x	102	96	103
Cc1ccc2c(C3NCCc4c3[nH]c3ccccc43)cc(=O)oc2c1 (stereo not drawn)	96	100	102	75	123	68	x	87	98
COc1cccc(/C=C2\Oc3cc(C)c(Cl)c(C)c3C2=O)c1	95	111	101	86	136	74	94	94	108
CC(=O)CC(=O)OCC1COCO1 (stereo not drawn)	101	116	99	105	104	100	108	102	97
COc1ccc(C2=Nc3c(N)ncnc3NC(c3cccc(Nc4ccnc5cc(Cl)ccc45)c3)C2)cc1 (stereo not drawn)	76	69	76	86	98	69	100	89	96
NS(=O)(=O)c1ccc(NC(=O)N2CCN(c3ccc(C(F)(F)F)cn3)CC2)cc1	109	97	102	99	91	96	101	91	87
COC(=O)c1sc(-c2ccccc2)cc1O	103	111	105	95	104	91	109	104	96
O=C1C(=O)N(c2ccc(C(=O)O)cc2)C(c2ccccc2)/C1=C(/O)c1ccccc1 (stereo not drawn)	93	99	97	80	89	76	103	106	86
O=C(NCc1ccccc1)Nc1ncccc1OCc1cccc(Cl)c1	94	94	88	98	87	91	108	90	86
COc1cc(OC)c(C(=O)C(CN(C)C)CN(C)C)cc1OC	101	-75*	8.0*	20	-79*	10	-88*	107	113
OCc1cn(C(c2ccccc2)(c2ccccc2)c2ccccc2)cn1	105	104	103	93	93	73	98	103	94
NS(=O)(=O)c1ccc(CCn2c(SCC(=O)c3ccc(Cl)cc3)nc3ccccc3c2=O)cc1	109	111	92	90	97	84	100	101	99
Cc1nc2ncccc2nc1Nc1ccc(S(=O)(=O)Nc2ccccn2)cc1	94	109	95	83	106	62	95	94	104
O=C1NC(=C(Cl)Cl)/C(=N/S(=O)(=O)NC2CCC2)N1	98	120	112	105	112	96	106	97	117

Random excerpt: 2 entries already listed
SMILES	U251	RXF 393	786-0	CAKI-1	TK-10	UO-31	ACHN	SN12C	A498
O=C1Nc2ccccc2/C1=N/N1C(=O)CNC1=S	100	109	99	92	108	65	92	94	x
O=C1c2cccc3cccc(c23)C(=O)N1Nc1nc(N2CCOCC2)nc(N2CCOCC2)n1	97	97	96	89	150	61	92	90	99

Limited to CAKI-1, SN12C and A498 (6 entries from above):
SMILES	CAKI-1	SN12C	A498
NC(=O)NC(CCl)NC(N)=O	86	96	103
Cc1ccc2c(C3NCCc4c3[nH]c3ccccc43)cc(=O)oc2c1 (stereo not drawn)	75	87	98
COc1cccc(/C=C2\Oc3cc(C)c(Cl)c(C)c3C2=O)c1	86	94	108
CC(=O)CC(=O)OCC1COCO1 (stereo not drawn)	105	102	97
COc1ccc(C2=Nc3c(N)ncnc3NC(c3cccc(Nc4ccnc5cc(Cl)ccc45)c3)C2)cc1 (stereo not drawn)	86	89	96
NS(=O)(=O)c1ccc(NC(=O)N2CCN(c3ccc(C(F)(F)F)cn3)CC2)cc1	99	91	87

(more compounds)
SMILES	U251	RXF 393	786-0	CAKI-1	TK-10	UO-31	ACHN	SN12C	A498
COc1cccc(/C=C/C(=O)c2ccccc2)c1O	91	115	100	96	100	88	99	92	110
O=C(/C=C/C=C/c1ccccc1)c1ccco1	56	46	104	97	128	63	107	100	106
O=C(Nc1ncc(Cc2cccc(C(F)(F)F)c2)s1)C(=S)N1CCOCC1	98	106	108	79	105	75	102	96	113
COc1cccc(-c2nc3sccn3c2-c2ccnc(NCCN3CCCNS3(=O)=O)n2)c1	112	77	78	45	115	71	48	61	108
COc1ccc(C(=O)/C=C/c2cc(-c3cc(OC)c(OC)c(OC)c3)n[nH]2)cc1F	94	102	105	119	x	98	94	93	99
CN(C)c1ccc(N2Cc3ccccc3OC3=C2C(=O)c2c(O)ccc(O)c2C3=O)cn1	-16*	-87*	-89*	x	-94*	-99*	-100*	-92*	-61*
Cc1cc2[nH]c(=O)c(=O)[nH]c2cc1C	94	109	110	108	127	81	101	104	116
O=C(Cc1ccccc1)NC1=NC(=O)/C(=C\c2cccs2)S1	96	98	105	87	98	86	100	102	78
O=C1c2ccccc2Cc2cccc(Cl)c21	101	90	89	99	90	83	99	97	64
CC1NC(=S)NC(c2cccs2)=C1C(=O)/C=C/Nc1ccccn1 (stereo not drawn)	105	121	99	92	x	81	102	103	124
CCN(CC)c1cc(C(=O)O)cc(Cl)n1	100	105	104	89	x	91	98	101	97
CC(C)(C)C(=O)N1CC(=O)N2c3ccccc3C(=O)C3C=CC2(C1)O3 (stereo not drawn)	110	121	106	x	91	80	113	97	105
CC(=O)c1ccc(O)cc1	102	92	98	94	100	81	94	96	137
C[N+]1(C)CCC(c2ccccc2)(c2ccccc2)C(=O)C1	97	110	99	85	96	89	103	108	105
CC(=O)OCC1OC(Oc2ccccc2C)C(OC(C)=O)C(OC(C)=O)C1OC(C)=O (stereo not drawn)	102	98	98	91	111	78	96	94	119
Cc1ccc(S(=O)(=O)CC(=O)c2cc3ccccc3oc2=O)cc1	102	124	106	88	110	82	99	94	x
CCOC(=O)N1CCC2(CC1)NC(=O)c1ccccc1N2N=O	105	118	106	92	106	94	102	101	93
ClC/C=C/CSc1ncnc2nc[nH]c12	102&97	141&109	102&106	111&106	108&108	87&86	99&103	100&105	117&91
CN(C)c1oc(/C=C/c2nc(C#N)c(N(C)C)o2)nc1C#N	107	115	102	103	110	88	110	104	94
Cn1cc(/C=C2\C(=O)N(CCCn3c4ccccc4c(=O)c4ccccc43)c3ccccc32)c2ccccc21	103	100	114	73	126	51	86	93	133

6 compounds out of the list, arranged by number of heavy atoms, lowest first:
SMILES	U251	RXF 393	786-0	CAKI-1	TK-10	UO-31	ACHN	SN12C	A498
Cc1ccc(O)c(C(C)(C)c2ccccc2)c1	101&105	115&111	112&99	92&114	114	88&83	102&93	116&103	83&101
CC1NC(=S)NC(c2cccs2)=C1C(=O)/C=C/Nc1ccccn1 (stereo not drawn)	105	121	99	92	x	81	102	103	124
Cc1ccc2c(C3NCCc4c3[nH]c3ccccc43)cc(=O)oc2c1 (stereo not drawn)	96	100	102	75	123	68	x	87	98
CN(C)CCOC(c1ccccc1)(c1ccc2ccccc2n1)c1cccs1 (stereo not drawn)	65	73	65	58	80	47	96	59	15
O=C1C(=O)N(c2ccc(C(=O)O)cc2)C(c2ccccc2)/C1=C(/O)c1ccccc1 (stereo not drawn)	93	99	97	80	89	76	103	106	86
CCCN(CCC)S(=O)(=O)c1ccc(C(=O)O)cc1.CCCN(CCC)S(=O)(=O)c1ccc(C(=O)O)cc1.[Cl][Pt+2][Cl].[NH2-].[NH2-]	-28*	-60*	14	32	109	98	13	12	91
